PME-1 inh: PME-1 inhibitors via competitive probe labeling, primary screen, biochemical, fluorescence polarization, FP-Rh probe, HTS | Protein phosphatase methylesterase 1 (Homo sapiens), Q9Y570 | recombinant PME-1 | inhibition, % at 5.9 µM | 320,000 tested, 0.53% active;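 active = inhibition above the campaign mean of all compounds plus 3 SD, cut at about 26% in these data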;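 also: competitive labeling of PME-1 active site by serine hydrolase directed probe; 0% = PME-1 with DMSO and 100% = wells lacking PME-1 enzyme; inhibitors block probe labeling so polarization falls and inhibition rises; many of its hits are not listed in these tables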
GSTO1 counter: inhibitors of recombinant GSTO1, primary screen, counter-screen for RBBP9 inhibitor project, biochemical, fluorescence polarization. Glutathione S-transferase omega-1 (Homo sapiens), P78417. activity-based probe fluorescence polarization. inhibition, % at 5.96 µM. 300,000 tested, 1.1% active;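 active = inhibition above the campaign mean inhibition plus 3 SD, cut at about 35% in these data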;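 also: 0% = GSTO1-1 with DMSO and 100% = wells lacking GSTO1-1 enzyme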
Target sequence (P78417 whole entry, looked up): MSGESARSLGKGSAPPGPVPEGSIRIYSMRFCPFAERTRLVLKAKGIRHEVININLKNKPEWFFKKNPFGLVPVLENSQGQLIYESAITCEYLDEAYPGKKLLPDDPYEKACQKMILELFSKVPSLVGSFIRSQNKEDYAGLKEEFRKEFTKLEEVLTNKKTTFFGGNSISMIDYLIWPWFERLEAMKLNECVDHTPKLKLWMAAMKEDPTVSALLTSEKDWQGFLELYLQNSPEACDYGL
LYPLA2 counter: LYPLA2 inhibitors, primary screen, counter-screen for PME1 inhibitor project, biochemical, fluorescence polarization, FP-Rh probe ABPP. Acyl-protein thioesterase 2 (Homo sapiens), O95372. recombinant LYPLA2. inhibition, % at 5.9 µM. 320,000 tested, 0.38% active. AID 2177, 2009;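 active = inhibition above the screen-wide mean plus 3 SD, limit set per campaign, cut at about 26% in these data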;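 also: 0% = LYPLA2 with DMSO and 100% = wells lacking LYPLA2 enzyme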
pPAFAH FP inh: pPAFAH enzyme inhibitors, primary screen, biochemical, fluorescence polarization, human | Platelet-activating factor acetylhydrolase (Homo sapiens), Q13093 | 330,000 tested, 1.5% active | recombinant pPAFAH, FP-rhodamine probe fluorescence polarization | inhibition, % at 3.39 µM;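 active = inhibition above the mean inhibition across the screen plus 3 SD, cut at about 25% in these data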;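 also: inhibitors block binding of the rhodamine activity-based probe so polarization drops; 0% = enzyme with DMSO and 100% = wells lacking pPAFAH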
PAD4 FP inh: human PAD4 inhibitors, primary screen, biochemical, fluorescence polarization, 1536-well format; inhibition, % at 6.36 µM; 330,000 tested, 0.41% active; recombinant PAD4, RCA probe fluorescence polarization;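 active = percent inhibition above a cutoff equal to the mean of all tested compounds plus 3 SD, cut at about 15% in these data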;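 also: 0% = PAD4 with RCA probe and DMSO and 100% = probe without PAD4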
Target sequence (Q9UM07 whole entry, looked up): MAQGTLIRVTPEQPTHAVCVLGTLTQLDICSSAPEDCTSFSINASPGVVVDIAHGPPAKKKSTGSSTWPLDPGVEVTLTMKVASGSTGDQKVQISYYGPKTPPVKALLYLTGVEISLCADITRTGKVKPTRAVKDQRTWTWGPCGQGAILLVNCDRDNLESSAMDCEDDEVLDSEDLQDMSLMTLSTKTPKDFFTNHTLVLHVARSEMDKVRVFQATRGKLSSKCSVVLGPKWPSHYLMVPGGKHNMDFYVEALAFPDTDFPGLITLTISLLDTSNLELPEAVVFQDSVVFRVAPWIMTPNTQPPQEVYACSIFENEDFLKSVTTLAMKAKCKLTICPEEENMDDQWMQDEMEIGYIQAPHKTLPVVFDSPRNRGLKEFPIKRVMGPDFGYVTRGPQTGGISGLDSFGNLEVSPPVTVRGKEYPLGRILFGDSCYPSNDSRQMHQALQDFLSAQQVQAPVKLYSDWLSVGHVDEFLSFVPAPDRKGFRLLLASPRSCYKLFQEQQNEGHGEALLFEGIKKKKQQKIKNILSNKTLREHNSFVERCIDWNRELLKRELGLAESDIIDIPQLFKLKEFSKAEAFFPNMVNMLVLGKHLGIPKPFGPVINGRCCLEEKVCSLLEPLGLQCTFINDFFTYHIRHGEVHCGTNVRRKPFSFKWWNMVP
LYPLA1 counter: LYPLA1 inhibitors, primary screen, counter-screen for PME1 inhibitor project, biochemical, fluorescence polarization, FP-Rh probe ABPP | Acyl-protein thioesterase 1 (Homo sapiens), O75608 | recombinant LYPLA1 | inhibition, % at 5.9 µM | 320,000 tested, 0.16% active | AID 2174, 2009;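 active = inhibition above the mean of all tested compounds plus 3 SD, set per campaign, cut at about 14% in these data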;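 also: inhibitors block serine hydrolase probe labeling of LYPLA1 so polarization falls; 0% = enzyme with DMSO and 100% = wells lacking LYPLA1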
PREPL inhibitor: PREPL enzyme inhibitors, primary screen, biochemical, fluorescence polarization; 320,000 tested, 0.68% active; Prolyl endopeptidase-like (Homo sapiens), Q4J6C6; inhibition, % at 5.96 µM; recombinant PREPL, fluorescence polarization activity-based probe; AID 2751, 2010; in the data active = inhibition above about 43%;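 also: 0% = enzyme with DMSO and 100% = wells lacking enzyme; many of its hits are not listed in these tables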
PAFAH1B3 inh: PAFAH1B3 enzyme inhibitors, primary screen, biochemical, fluorescence polarization, human; AID 492972, 2010; Platelet-activating factor acetylhydrolase IB subunit alpha1 (Homo sapiens), Q15102; recombinant PAFAH1B3, FP-rhodamine probe; 340,000 tested, 0.28% active; inhibition, % at 3.39 µM;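 active = inhibition above the screen-wide average of all tested compounds plus 3 SD, cut at about 25% in these data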;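 also: 0% = enzyme with DMSO only and 100% = wells lacking PAFAH1B3 protein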
PAFAH1B2 FP inh: PAFAH1B2 enzyme inhibitors, primary screen, biochemical, fluorescence polarization, human; inhibition, % at 3.39 µM; recombinant PAFAH1B2, FP-rhodamine activity probe; AID 492953, 2010; 340,000 tested, 1.2% active;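 active = inhibition above the mean of all tested compounds plus 3 SD, cut at about 24% in these data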;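 also: 0% = enzyme with DMSO and 100% = wells lacking PAFAH1B2; many of its hits are not listed in these tables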
* hit, by the source's call; . = no result given. Only part of the results is shown; rates above refer to the full screens.

SMILES | PME-1 inh | GSTO1 counter | LYPLA2 counter | pPAFAH FP inh | PAD4 FP inh | LYPLA1 counter | PREPL inhibitor | PAFAH1B3 inh | PAFAH1B2 FP inh
COc1cccc(OCc2cc(C(=O)N(Cc3nccn3C)C(C)C)no2)c1 | 6 | -8 | -6 | 2 | 5 | -1 | 13 | -7 | -2
O=C1CC2(CCCC2)Oc2ccccc21 | 1 | 2 | 2 | 9 | 0 | -2 | 6 | -3 | 0
O=C(NN1C(=O)C2C3C=CC([C@H]4CC34)[C@@H]2C1=O)c1ccc(Br)cc1 (some centres undefined) | -5 | 16 | -3 | -7 | 4 | -3 | 4 | 4 | 5
C=C(C)COc1ccc(-c2[nH]ncc2-c2ccc(OC)c(OC)c2)c(O)c1 | 29* | -1 | 8 | 12 | 0 | 0 | 1 | 11 | 9
CC(=O)OCCCN1C(=O)c2ccc(Br)cc2C1=O | 1 | 7 | 11 | 3 | -6 | 1 | 5 | 1 | 1
COC(=O)C1=CN(Cc2ccc(OC)cc2)C=C(C(=O)OC)C1c1ccsc1 | -4 | 1 | -9 | -5 | 4 | -4 | 7 | -2 | 7
Cc1ccc(OCC(=O)Nc2ccc(CN3CCOCC3)cc2)cc1C | -6 | 8 | 0 | 6 | 1 | -2 | 17 | 4 | 7
Cc1ccc(-n2c(SCC(=O)NCc3ccco3)nc3c([nH]c4ccccc43)c2=O)cc1 | -2 | 5 | -2 | 12 | 1 | -3 | -4 | 5 | 1
COCC(=O)Nc1ccc(S(=O)(=O)Nc2cc(C)nc(C)n2)cc1 | 4 | 7 | 0 | 0 | -3 | 0 | 7 | 5 | -2
Cc1ccc(S(=O)(=O)N(CC(=O)NCCSC2CCCCC2)c2ccccc2F)cc1 | -4 | 1 | -4 | 3 | -2 | -2 | -10 | 5 | 6
COc1ccc(-c2cc(C)no2)cc1S(=O)(=O)NCc1ccc(OC(C)C)cc1 | -3 | -1 | -1 | 1 | -1 | -2 | 3 | 6 | 4
CCC(=O)NCCn1ccc2ccccc21 | -7 | 5 | 9 | -8 | 2 | 0 | 9 | -5 | 7
CCNC(=O)NC(=O)COC(=O)c1cccc(S(=O)(=O)N2CC3(C)CC2CC(C)(C)C3)c1 (centres undefined) | -8 | -7 | -7 | 7 | -2 | 1 | -5 | 2 | 5
C/C(=N\NC(=O)CSc1nc2ccccc2s1)c1cccnc1 | 8 | -2 | 2 | -2 | -3 | 2 | 7 | 3 | 6
CSc1nc(C)cc(OCNC(=O)c2cccs2)n1 | 4 | 7 | 1 | 5 | 1 | 2 | 15 | 10 | 1
Cc1ccc(CNC(=O)c2ccc(N3CCC4(CC3)CC(c3cccc(Br)c3)=NO4)c(NC(=O)c3ccco3)c2)cc1 | -13 | -13 | -16 | -2 | 2 | -9 | -5 | -11 | -5
CC(=O)Nc1ccc2c(COC(=O)[C@@H](NS(=O)(=O)c3ccc(C)cc3)C(C)C)cc(=O)oc2c1 | . | . | . | 1 | -1 | . | -33 | 0 | 4
C=CCc1cc(C)ccc1OCC(O)CN1CCN(c2ccccc2)CC1 (centres undefined) | 0 | 0 | 0 | 6 | -6 | 1 | 11 | 3 | 2
O=C(c1ccccc1)c1ccc(Sc2ccc([N+](=O)[O-])cc2)cc1 | 2 | 2 | 7 | 4 | 3 | 3 | 11 | 7 | 5
COc1ccc2oc(C(=O)N3CCN(S(=O)(=O)c4ccc(F)cc4)CC3)c(C)c2c1 | . | . | . | 12 | -1 | . | 13 | 10 | 4
C/C(=N\NC(N)=O)c1ccc(-n2ccnc2)cc1 | 1 | 2 | 3 | 1 | -1 | 2 | 18 | 10 | 10
COc1c(Cl)cnn(-c2ccc(Cl)c(Cl)c2)c1=O | -5 | -6 | 4 | 0 | 4 | -2 | -2 | -4 | 6
CC(=O)Nc1ccc(NC(=O)CSc2nnc(C)n2-c2ccccc2)cc1 | 3 | 15 | -5 | 2 | -3 | -3 | -4 | 8 | -1
COc1ccc(C(C)(C)C)cc1NC(=O)COC(=O)C1=NNC(=O)CC1 | 4 | . | 5 | 0 | 4 | 4 | 0 | 7 | 6
O=S(=O)(Nc1ccc2c(c1)OCCO2)c1ccc(F)c(F)c1 | 0 | 2 | -1 | 8 | -5 | 1 | -3 | 7 | 9
(further entries)
SMILES | PME-1 inh | GSTO1 counter | LYPLA2 counter | pPAFAH FP inh | PAD4 FP inh | LYPLA1 counter | PREPL inhibitor | PAFAH1B3 inh | PAFAH1B2 FP inh
CCc1cccc(NS(=O)(=O)c2cccc3cccnc23)c1 | 7 | -8 | -6 | 1 | 0 | -5 | -12 | 15 | 4
O=C(Nc1ccccc1Cl)c1ccn[nH]1 | -6 | 7 | 2 | 0 | 3 | 1 | -2 | -4 | 0
COc1ccc(CCN(C)c2ccc(C(N)=O)cc2[N+](=O)[O-])cc1OC | 0 | 18 | -3 | 2 | -1 | 3 | 4 | 4 | -2
CC(NC(=O)c1cccc(Br)c1)c1ccccc1 (centres undefined) | 6 | -1 | 1 | -1 | -2 | -1 | -1 | 11 | 11
CCc1cc(=O)oc2cc(OCC(=O)N3CCCc4ccccc43)ccc12 | 10 | 8 | 6 | -1 | 2 | 1 | 6 | 6 | 6
O=C(O)/C=C/C(=O)Nc1ccc(Cl)c(C(=O)O)c1 | 1 | 1 | 11 | 5 | -3 | 0 | 7 | 8 | 0
CC(CCc1ccccc1)NC(=O)c1nnc(Cc2ccc(F)cc2)o1 (centres undefined) | 12 | 4 | 6 | -3 | 5 | 3 | -5 | 4 | 10
Cc1cc[n+](-c2ccccc2)c2ccccc12 | 0 | 10 | -11 | 4 | 0 | 1 | 39 | 4 | 5
Clc1cnc(Nc2cccnc2)c(Cl)c1 | -1 | -12 | 0 | 4 | -1 | 7 | -16 | -1 | 5
O=C(O)C1CCCCC1C(=O)Nc1ccc(S(=O)(=O)N2CCCCCC2)cc1 (centres undefined) | 0 | 0 | -7 | 2 | 0 | 0 | -9 | 3 | 7
O=C(O)CC(C(=O)O)c1cn(Cc2ccccc2)c2ccccc12 (centres undefined) | -7 | 12 | 3 | 7 | -2 | 0 | 1 | -2 | -3
CCCC(=O)OCC(=O)Nc1ccc2[nH]c(=O)[nH]c2c1 | -4 | -18 | 4 | 1 | -3 | -3 | 25 | 10 | 2
S=C(NCc1ccc2c(c1)OCO2)Nc1ccc2nsnc2c1 | -1 | 10 | -8 | 6 | -13 | -19 | -18 | 3 | 3
CCCCCCCNC(=O)CC(NS(=O)(=O)c1ccc(NC(C)=O)cc1)C(C)C (centres undefined) | 2 | -3 | -1 | 19 | 1 | 0 | -5 | 4 | 6
CCOC(=O)N1CCc2c(sc(NC(=O)C3COc4ccccc4O3)c2C(N)=O)C1 (centres undefined) | 4 | -1 | 0 | 3 | -3 | -2 | 3 | 4 | 4
CC(C)CC(NC(=O)OC(C)(C)C)c1cn([C@@H](CCC(=O)OC(C)(C)C)C(=O)N2CCN(C(=O)OC(C)(C)C)CC2)nn1 (some centres undefined) | 3 | -5 | 3 | 1 | -2 | 3 | -5 | 25 | -1
Cc1cc2nnc(SCC(=O)NCC3CCCO3)n2c2ccccc12 (centres undefined) | 7 | 1 | 2 | -2 | 0 | 2 | 5 | 4 | -3
Cc1cc(NC(=O)Cc2cc(F)cc(F)c2)no1 | -1 | 3 | -7 | 0 | 2 | 0 | 6 | 7 | 2
O=C(CSc1nnc(Cc2ccccc2)n1-c1ccc(Cl)cc1)N1CCOCC1 | 1 | 10 | -4 | -1 | 2 | 0 | 30 | -5 | 6
CCOC(=O)N1CCN(c2nnnn2-c2ccccc2)CC1 | 1 | 7 | 1 | -3 | 3 | -5 | 0 | 4 | 5
Cc1cnc(C(=O)OCC(=O)Nc2ccc3c(c2)OCCO3)cn1 | 0 | . | 6 | 0 | 1 | 5 | 9 | 5 | -5
O=C(CN1C(=O)C(=O)N(C2CCCC2)C1=O)Nc1cc(Cl)ccc1[N+](=O)[O-] | . | . | . | 1 | -3 | . | 16 | 0 | 2
CCOc1cc(-c2nc(-c3ccc(C)nc3OCC)no2)cc(OCC)c1OCC | 1 | -6 | -3 | 7 | -7 | -5 | 4 | -5 | 4
Cc1cc(C(=O)OCC(=O)Nc2ccccc2F)c(C)o1 | 0 | -4 | 4 | 4 | 4 | 2 | 7 | 9 | 0
O=C(NN=Cc1ccc(O)cc1O)c1ccccc1NS(=O)(=O)c1cccs1 | . | . | . | 16 | -1 | . | 5 | 19 | 2
(listing goes on)
SMILES | PME-1 inh | GSTO1 counter | LYPLA2 counter | pPAFAH FP inh | PAD4 FP inh | LYPLA1 counter | PREPL inhibitor | PAFAH1B3 inh | PAFAH1B2 FP inh
CCOC(=O)CC(=O)CSc1nc2c(C)c(C)ccc2cc1C | -1 | 9 | 3 | -3 | 1 | -2 | 4 | 0 | 5
O=C(Nc1cccc(C(F)(F)F)c1)c1cccnc1N1CCCC1 | -3 | -10 | 5 | 3 | -1 | -1 | 10 | 5 | -2
COc1ccc(/C=c2\s/c(=C\C(=O)C(C)(C)C)[nH]c2=O)cc1O | 14 | -20 | -1 | 4 | 0 | -2 | 10 | 7 | 11
CCN(CC)c1cc(C)c2cc(NC(=O)c3cccs3)ccc2n1 | 8 | 7 | -1 | 12 | -3 | -4 | 22 | 4 | 3
CC(=O)c1ccccc1OC(=O)c1ccc(-c2ccccc2)cc1 | -5 | 3 | -8 | 2 | 1 | -3 | 42 | 6 | 0
Cc1ccc(CNC(=O)CSc2nnnn2C)cc1 | 5 | 9 | 3 | 0 | -5 | 2 | 12 | 0 | 7
Cc1ccc2nc(N3CCN(c4cccc(C)c4C)CC3)c3nnnn3c2c1 | 0 | 10 | -3 | -1 | -1 | -1 | 21 | 3 | -6
Cc1c(C(=O)NCC(c2ccco2)N2CCCC2)sc2ccccc12 (centres undefined) | . | . | . | -1 | -4 | . | 15 | -2 | 2
CCCC(=O)c1cc2cc(Cl)ccc2oc1=O | -6 | -1 | 5 | 3 | -2 | 2 | -4 | 11 | 3
COc1cccc(C2NC(=S)NC(C)=C2C(=O)c2ccccc2)c1OC (centres undefined) | -3 | 0 | -5 | 1 | -9 | 0 | 11 | -2 | 8
O=S(=O)(c1ccc(S(=O)(=O)N2CCCC2)cc1)N1CCCCCC1 | 5 | -2 | -4 | -8 | -4 | 4 | 13 | 14 | 5
CCOc1ccc(C(=O)NCC(=O)OCc2c(F)cccc2Cl)cc1OCC | -4 | 4 | -8 | 2 | -3 | -5 | -3 | 1 | 4
CCC1CCCCN1C(=O)CSC1=NN2CCCC(=O)N=C2S1 (centres undefined) | -7 | -10 | 1 | 3 | -2 | 1 | -9 | 3 | 5
OC1CCN(c2ncnc3c2nnn3Cc2c(F)cccc2Cl)CC1 | -2 | -6 | 1 | -5 | 2 | -3 | -1 | 9 | 1
CCn1cc(C(=O)O)c(=O)c2cc(F)c(N3CCN(S(=O)(=O)c4ccc5c(c4)OCCO5)CC3)cc21 | -1 | 7 | 6 | 4 | -1 | -3 | -2 | 10 | 8
